SIAE inh: human SIAE inhibitors, primary screen, biochemical, fluorescence polarization, FP-Rh probe, 1536-well HTS; Sialate O-acetylesterase (Homo sapiens), Q9HAT2; SIAE FP-Rh probe binding; inhibition, % at 9.66 µM; 370,000 tested, 0.69% active; AID 1053197, 2014;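 active = inhibition above a cutoff: mean of compounds within the control limits plus 3 SD of those, cut at about 17% in these data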;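 note: 0% = plate median of compound wells and 100% = probe without SIAE protein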
Target sequence (Q9HAT2 whole entry, looked up): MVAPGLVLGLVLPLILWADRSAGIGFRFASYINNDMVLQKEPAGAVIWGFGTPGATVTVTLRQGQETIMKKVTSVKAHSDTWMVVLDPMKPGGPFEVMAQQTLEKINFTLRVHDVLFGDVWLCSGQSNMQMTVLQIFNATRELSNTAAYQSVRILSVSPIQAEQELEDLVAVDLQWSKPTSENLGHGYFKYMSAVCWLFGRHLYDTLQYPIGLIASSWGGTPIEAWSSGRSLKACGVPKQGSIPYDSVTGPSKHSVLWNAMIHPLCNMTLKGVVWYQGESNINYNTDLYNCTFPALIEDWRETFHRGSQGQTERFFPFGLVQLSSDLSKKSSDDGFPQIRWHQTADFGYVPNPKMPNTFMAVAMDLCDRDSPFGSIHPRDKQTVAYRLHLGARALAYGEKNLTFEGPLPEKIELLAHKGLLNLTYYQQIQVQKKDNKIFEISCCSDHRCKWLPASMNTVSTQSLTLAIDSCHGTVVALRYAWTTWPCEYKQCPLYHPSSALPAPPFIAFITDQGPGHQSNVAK
DDE Tn7 FP inh: inhibitors of Tn7 peptide binding to fibrin DD(E), primary screen, biochemical, fluorescence polarization, human fibrin, Tn7 probe; Fibrinogen beta chain (Homo sapiens), P02675; FP displacement of FITC-Tn7 peptide from fibrin DD(E); 0% = median of compound wells per plate; inhibition, % at 8.3 µM; AID 720508, 2013; 370,000 tested, 0.13% active;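 active = inhibition above the mean of compounds falling within the control limits plus 3 SD of them, cut at about 14% in these data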;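 note: 0% = plate median of compound wells and 100% = 10 µM Aha-Tn7 peptide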
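assay system = human clot-derived fibrin DD(E) complex | quantity = Fibrin-DD(E) at 2 µM final | timing = 10 min preincubation, 3 h with tracer, room temperature | signal = fluorescence polarization | measure = percent inhibition | benchmarks = high control wells with 10 µM unlabelled Aha-Tn7 peptide (full inhibition) | replicates = singlicate testing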
MBD2 inh: inhibitors of MBD2 binding to methylated DNA, primary screen, biochemical, TR-FRET, DNA-binding domain, human; Methyl-CpG-binding domain protein 2 (Homo sapiens), Q9UBB5; MBD2 binding to methylated oligonucleotide; inhibition, % at 4.4 µM; 370,000 tested, 0.31% active; AID 686964, 2013; in the data active = inhibition above about 13%
UHRF1 binding: UHRF1 methylated DNA binding inhibitors, primary screen, counter-screen for MBD2 inhibitor project, biochemical, TR-FRET, human UHRF1, single concentration; UHRF1 binding to methylated oligo; inhibition, % at 4.4 µM; 370,000 tested, 0.75% active; AID 687016, 2013; in the data active = inhibition above about 21%;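 note: UHRF1 SRA domain binding a hemimethylated CpG hairpin DNA probe; 0% = median of test compound wells and 100% = reference inhibitor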
KLK7 zymogen act: proKLK7 zymogen activators, primary screen, biochemical, fluorescence intensity; 370,000 tested, 0.9% active; AID 652039, 2013; purified proKLK7, EDANS-DABCYL substrate fluorescence; 100% is mature enzyme control, 0% vehicle; Kallikrein-7 (Homo sapiens), P49862; activation, % at 7 µM;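 active = activation above the mean of all tested compounds plus 3 SD, computed per campaign excluding outliers beyond control limits, cut at about 13% in these data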
Target sequence (P49862 whole entry, looked up): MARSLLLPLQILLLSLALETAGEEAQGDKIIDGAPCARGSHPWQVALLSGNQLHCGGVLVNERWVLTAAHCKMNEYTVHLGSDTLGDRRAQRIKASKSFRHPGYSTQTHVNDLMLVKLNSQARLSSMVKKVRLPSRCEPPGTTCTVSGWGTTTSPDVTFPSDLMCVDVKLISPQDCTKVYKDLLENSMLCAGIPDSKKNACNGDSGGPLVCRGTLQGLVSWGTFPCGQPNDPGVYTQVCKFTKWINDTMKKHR
TDP2 absorb: human TDP2 enzyme inhibitors, primary screen, biochemical, epi absorbance, recombinant enzyme; Tyrosyl-DNA phosphodiesterase 2 (Homo sapiens), O95551; T5PNP hydrolysis, p-nitrophenol absorbance 415 nm; inhibition, % at 12.8 µM; 370,000 tested, 0.34% active; AID 720702, 2013;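 active = inhibition above the mean of all tested compounds plus 3 SD, set per campaign, cut at about 25% in these data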;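 note: 0% = DMSO with enzyme and 100% = buffer with substrate but no TDP2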
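System: recombinant human TDP2 / Amount: 120 nM TDP2 per well / Also added: 5 mM T5PNP chromogenic substrate / Doses: 12.8 µM single point, 1% DMSO / Incubation: 2 h at 37 °C / Detection: p-Nitrophenol epi absorbance / Evaluation: % inhibition relative to enzyme-containing and enzyme-free wells / Repeats: singlicate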
TCR CD3 inh: inhibitors of human TCR-CD3 interaction, primary screen, biochemical, fluorescence, TAMRA-labeled TCR probe. T-cell receptor (TCR). inhibition, % at 9.4 µM. 360,000 tested, 0.37% active; in the data active = inhibition above about 19%;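 note: recombinant mutant TCR 2C K166C tagged with TAMRA read by polarization; 0% = receptor in buffer alone and 100% = receptor with positive control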
Tn6 DDE FP: inhibitors of Tn6 peptide binding to fibrin DD(E), primary screen, biochemical, fluorescence polarization, human fibrin, Tn6 probe. Fibrin DD(E) TRITC-Tn6 fluorescence polarization displacement. inhibition, % at 8.3 µM. 370,000 tested, 0.21% active;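 active = inhibition above a per-campaign cutoff: mean of compounds within control limits plus 3 SD, cut at about 15% in these data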;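 note: 0% = median of all compound wells on the plate and 100% = blocking peptide control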
LEDGF integ inh: blockers of LEDGF/p75-dependent integrase strand transfer – biochemical, TR-FRET, high throughput, primary screen; HIV-1 integrase (with human LEDGF/p75); TR-FRET IN-LEDGF/p75 DNA integration, Eu/Cy5; inhibition, % at 3.7 µM; 370,000 tested, 0.64% active; AID 743269, 2014;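 active = inhibition above the screen-wide mean plus 3 SD, cut at about 13% in these data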;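 note: signal is the Cy5 over europium emission ratio at 671 and 618 nm; 0% = plate median of compound wells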
PRMT1 FP inh: PRMT1 methyltransferase inhibitors, primary screen, biochemical, fluorescence polarization; AID 652257, 2013; recombinant PRMT1, activity-based probe fluorescence polarization; 370,000 tested, 1.3% active; Protein arginine N-methyltransferase 1 (Homo sapiens), Q99873; inhibition, % at 2.79 µM;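 active = inhibition above about 21% made by adding two undisclosed values, limit read from the data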
Numbers without * were called inactive; nt = no result given.

SMILES	SIAE inh	DDE Tn7 FP inh	MBD2 inh	UHRF1 binding	KLK7 zymogen act	TDP2 absorb	TCR CD3 inh	Tn6 DDE FP	LEDGF integ inh	PRMT1 FP inh
Cc1c(Cl)cccc1NC(=O)c1ccccc1-c1ccccc1C(=O)O	0.5	0.5	1.4	0.0	-0.2	-16.6	3.4	5.1	-0.2	-1.2
COC(=O)C1=C(C)NC(C)=C(C(=O)OC)C1c1ccc(-c2cccc(Cl)c2Cl)o1	-6.2	-4.7	0.4	0.9	-5.8	-1.8	-2.8	-3.2	-3.2	2.9
CC(=O)N1CCc2c(sc3c2c(=O)n(-c2ccccc2)c(=O)n3CC(=O)NCC2CCCO2)C1 (stereo unspecified)	-5.0	7.2	-5.4	-2.2	0.0	-2.5	6.0	7.4	5.2	-6.3
Cc1c(Cl)cccc1NC(=O)NNC(=O)CCc1ccccc1	-0.4	4.5	2.1	-1.1	-1.1	3.8	3.5	-7.2	-0.7	-2.8
COc1ccccc1NC(=O)C(C)OC(=O)CSCC(=O)Nc1ccc(C)cc1C (stereo unspecified)	3.9	1.1	-2.8	1.3	-0.1	1.1	-0.7	5.2	-5.6	4.0
CC(NC(=O)COc1ccc([N+](=O)[O-])cc1)c1ccccc1 (stereo unspecified)	1.0	-3.6	4.0	16.3	-0.6	9.1	2.3	-1.9	0.9	-1.0
N#Cc1c(SCc2c(Cl)cccc2Cl)nc(N)[nH]c1=S	3.2	9.5	-3.3	-2.7	-0.2	-10.2	-1.8	0.6	-3.5	42.6*
O=C(Nc1ccccc1)c1ccncc1	10.5	-6.9	-1.7	-2.6	0.6	4.8	4.1	-7.0	-1.8	-3.8
COc1ccc(CN2CC[C@@H](N3CCOCC3)[C@H](O)C2)cc1F	-3.9	-5.4	6.0	3.9	-0.1	-24.5	-5.2	-7.0	-8.2	4.6
COc1cccc(-n2nc3c(=S)[nH]nc(C)c3c2C)c1	-0.9	4.4	-5.3	0.9	-1.3	-3.9	0.8	5.3	-1.5	-0.5
CN(CCOc1ccc(Cl)cc1)C(=O)c1ccc(S(=O)(=O)N2CCOCC2)cc1	2.7	-7.5	-1.3	1.6	-0.1	-7.1	-2.0	8.4	3.2	-3.0
CC(=O)c1ccc(S(=O)(=O)Nc2ccc(C(=O)NCC(c3ccco3)N3CCCC3)cc2)cc1 (stereo unspecified)	-2.0	-1.6	1.1	-0.3	-0.7	-1.3	-4.2	3.1	-5.5	1.0
O=C(O)C1CC=C(Cl)CC1C(=O)NCC1OCCc2ccccc21 (stereo unspecified)	2.1	-4.5	-0.9	6.2	0.5	-14.5	-0.3	1.2	-3.8	-0.6
O=C(O)c1ccc(-n2ncc3c2/C(=C\c2cccc([N+](=O)[O-])c2)CC3)cc1	-5.8	-3.7	3.2	1.3	-0.1	-0.6	-4.0	-8.1	-3.0	5.0
CCN(CC)S(=O)(=O)c1cccc(NC(=O)c2cc(=O)[nH]c3ccccc23)c1	2.8	-4.0	0.4	4.7	0.2	-2.4	-4.8	5.9	-1.0	3.0
COc1cc2ccccc2cc1C(=O)Nc1ccc(N2CCN(C(=O)C(C)C)CC2)cc1	-3.9	-4.4	1.2	1.7	-0.2	-3.9	0.2	7.7	1.5	-1.0
O=C(CCCSc1ccccc1)Nc1cccc(CO)c1	-5.9	7.1	1.7	1.8	0.8	-6.9	-5.3	-3.3	-0.3	-4.3
COC(=O)/C=C1\OCc2cc(OC)c(OC)cc21	-0.3	9.5	-3.8	-1.3	-0.1	1.3	2.4	-8.8	-3.6	4.0
O=[N+]([O-])c1ccccc1S(=O)(=O)N1CCN(c2ccc(F)cc2)CC1	2.0	4.9	-0.4	-1.5	-0.3	-14.4	3.9	1.7	-1.0	-1.0
CSc1nccc(Oc2ccccc2Cl)n1	-2.1	-6.8	2.7	-0.5	-0.2	-9.8	-0.4	-3.1	1.9	-3.0
CC1=C(C(=O)N2CCCCCC2)CC(CC(=O)NCc2cccs2)C(=O)N1CCC1=CCCCC1 (stereo unspecified)	3.6	0.9	2.5	-2.8	-0.1	-8.0	-1.7	2.6	-2.3	-1.1
CCCCc1ccc(-c2ccc(Br)cc2O)nc1	-1.8	-1.1	0.4	1.6	-0.6	-7.3	1.2	3.7	2.0	-2.2
C=C1CCN(C(C)C(=O)OC)S(=O)(=O)c2ccccc21 (stereo unspecified)	2.2	3.6	-0.7	-0.3	0.9	9.2	2.3	-0.8	3.6	-0.7
CCn1c(SCC(=O)NN=Cc2cccc(OCc3ccccc3)c2)nnc1-c1ccc(OC)c(OC)c1	-2.5	-3.3	1.0	-3.8	0.5	-11.6	nt	-0.9	1.7	-3.0

Looked up above:
O=C(O)c1ccc(-n2ncc3c2/C(=C\c2cccc([N+](=O)[O-])c2)CC3)cc1 in TCR CD3 inh → -4.0
O=[N+]([O-])c1ccccc1S(=O)(=O)N1CCN(c2ccc(F)cc2)CC1 in SIAE inh → 2.0

Following part
SMILES	SIAE inh	DDE Tn7 FP inh	MBD2 inh	UHRF1 binding	KLK7 zymogen act	TDP2 absorb	TCR CD3 inh	Tn6 DDE FP	LEDGF integ inh	PRMT1 FP inh
Cc1ccc(CN2C(=O)c3ccccc3C2c2nnnn2-c2c(C)cccc2C)cc1 (stereo unspecified)	10.2	4.8	-3.3	-1.1	-0.1	2.6	0.1	2.2	-3.1	-0.5
COC(=O)CC1=C(C(=O)OC)C(c2ccc3c(c2)OCO3)C(C#N)=C(N)O1 (stereo unspecified)	1.4	0.7	-1.8	0.3	0.5	2.1	0.1	-1.0	1.7	1.5
CCOc1ccc(N(CC(=O)NCC2CCCO2)C(=O)CCC(=O)Nc2nccs2)cc1 (stereo unspecified)	8.0	9.7	-0.3	-1.8	-0.7	3.1	0.6	-0.8	-0.6	0.7
C=CCOC(=O)C1=C[C@H](C2CCCCC2)C[C@H](OCc2ccc(CO)cc2)O1	-0.5	7.0	0.7	0.2	-0.4	0.1	0.7	4.5	0.2	4.1
COc1ccc(NC(=O)CO/N=C2\CCCc3nonc32)cc1	6.6	-4.8	-0.4	-3.3	0.4	3.5	0.2	6.1	-0.7	-1.4
CCCn1c(N)c(C(=O)CSc2nc(C3CC3)n(-c3ccccc3)n2)c(=O)[nH]c1=O	-4.1	4.9	-6.9	-0.3	-0.4	-16.3	0.8	1.2	-2.1	-0.4
C[C@@H]1CN([C@@H](C)CO)C(=O)CCCn2nncc2CO[C@@H]1CN(C)S(=O)(=O)c1ccccc1	4.1	-0.5	-4.4	-1.8	0.7	2.2	2.3	-5.8	5.6	-2.2
CC(O)COc1ccc(/C(=N/O)c2ccccc2)cc1 (stereo unspecified)	8.9	3.3	-0.6	4.0	0.5	-5.2	-3.4	-1.0	0.5	-1.8
CCCCNC(=O)N1CCCC(N(C)CCc2ccc(OC)c(OC)c2)C1 (stereo unspecified)	3.5	1.2	-3.3	0.7	0.2	-1.1	4.0	0.9	4.9	-5.7
CCOC(=O)c1nnn(-c2ccc([N+](=O)[O-])cc2[N+](=O)[O-])c1C	-3.9	6.7	2.5	0.4	-0.3	4.8	-0.5	-2.1	-5.2	-0.1
CCCCCN(C(=O)CCC(=O)OCc1ccc(C(C)C)cc1)c1c(N)n(CCCC)c(=O)[nH]c1=O	-4.5	-6.7	-2.2	-0.1	0.1	13.8	9.6	0.3	-0.6	-2.4
Cc1ccc(S(=O)(=O)C(F)(F)F)cc1NC(=O)c1cccnc1	3.6	-2.1	-3.4	-0.7	-0.1	1.2	4.9	-1.4	1.1	-3.1
Cc1cc(C)n2c(Br)c(CN3CCCC(C)C3)nc2n1 (stereo unspecified)	-2.1	2.6	-5.2	0.4	14.9*	-9.3	-4.3	-1.2	3.4	-7.6
Cc1nc(CC(=O)NNS(=O)(=O)c2cccc(Cl)c2Cl)cs1	-2.6	-9.6	-2.7	-1.1	0.4	-9.0	0.1	0.8	-3.3	5.9
Cc1nnsc1C(=O)N1CCCC(N2CCN(c3cccc(C(F)(F)F)c3)CC2)C1 (stereo unspecified)	-0.1	-4.6	-7.5	-0.7	0.3	-12.1	1.3	1.9	-2.4	-5.2
CCCSc1ncc(Cl)c(C(=O)Nc2ccc(S(=O)(=O)N3CC(C)OC(C)C3)cc2)n1 (stereo unspecified)	-33.6	1.3	0.2	-3.9	66.6*	2.9	5.1	-4.5	1.6	-0.2
Cc1cccc(NC(=O)c2ccc(OCC(=O)NCc3ccccc3)cc2)c1C	3.6	-11.3	-4.5	-1.4	0.1	0.3	7.4	4.6	-0.3	1.0
Cc1cccc(CN2CCN(C3CN(Cc4cn(Cc5ccc(F)cc5)nn4)S(=O)(=O)C3)CC2)c1 (stereo unspecified)	-0.2	7.5	7.5	7.8	-0.1	0.6	13.4	-4.2	-0.4	-0.5
CCCOc1ccccc1-c1nc(SCCC(=O)O)n[nH]1	2.9	-1.7	1.3	2.6	-0.1	11.2	-5.4	-0.8	0.0	2.4
Cn1cc(C(=O)c2ccc(Cl)cc2Cl)cc1C(=O)N/N=C(\N)COc1cccc(C(F)(F)F)c1	-4.6	-5.6	-1.0	1.5	-0.6	-10.3	0.6	1.8	-1.2	0.1
Cc1ccc(Cn2ccc(C3CC3)n2)cc1	1.0	-3.2	-1.8	1.0	0.1	3.4	10.0	5.7	1.3	0.2
CC(C)C[C@H](NC(=O)N1CC(=O)Nc2ccccc21)C(=O)N[C@@H](Cc1c[nH]c2ccccc12)C(=O)O	1.9	0.7	6.6	1.7	-0.7	1.9	-0.5	-5.7	2.5	1.3
COc1ccc(NC(=O)c2cc(S(=O)(=O)N3CCOCC3)ccc2C)cc1S(=O)(=O)N1CCCCC1	-3.2	-8.3	-0.9	-1.4	1.4	-3.4	4.6	3.9	6.8	-0.9
NC(=O)C1(N2CCCCC2)CCN(Cc2nc3ccccc3c(=O)[nH]2)CC1	3.0	-2.2	1.9	-3.3	-0.2	-1.5	-2.7	1.0	4.2	-4.8

High-throughput results as filed in PubChem BioAssay.
